# Screening results (PubChem)
# SW480 rerep = inducers of DNA re-replication in SW480 colon cancer cells; SW480 DNA re-replication, Hoechst DNA content imaging, 48 h; AID 624297; Potency, µM (series often up to 46.1 µM), for the others: at the top dose re-replication activation, most hits filed as activators; 340,000 tested, 1.8% active; further: potency means the concentration at half of the fitted maximal effect; % of control where 0% means no effect; nearly all actives have a fitted effect of over 55% in size
#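 Cells (250 per well) received 23 nL compound or DMSO by pin tool and were kept 48 hr at 37 C, 5% CO2. Nuclei were then stained with Hoechst for 40 min and scanned for DNA content.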
# MCF10A rerep = induces DNA re-replication in MCF 10a normal breast cells; 350,000 tested, 2.9% active; AID 624296; MCF 10A DNA re-replication, Hoechst nuclear intensity, 48 h; Potency, µM (series often up to 46.1 µM), for the others: at the top dose activity, positive = re-replication, usual class: activators; further: potency means the concentration at half of the fitted maximal effect; % of control where 0% means no effect; nearly all actives have a fitted effect of over 50% in size
# IL1B secr inh = inflammasome signaling inhibition, IL-1 beta readout. AID 743279. THP-1 LPS/ATP IL-1B secretion, AlphaLISA, 16 h; stronger effect = lower value. 360,000 tested, 4.7% active. activity change, % at 57.5 µM; in the data active means activity change below about -50%; inconclusive means mostly about -30% to -49%; further: on the % scale 0 is the no-effect control and ±100 the full control effect
#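 Secreted IL-1B measured by AlphaLISA bead assay after 16 h compound exposure of THP-1 cells; compounds (final up to 57.5 uM) added 1 h before LPS (250 ng/mL) and ATP (1.25 mM) stimulation; lower signal means less secretion.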
# HT1080-NT tox = kills 2HG-producing HT-1080-NT fibrosarcoma cells; HT-1080-NT fibrosarcoma viability, CellTiter-Glo ATP luminescence, 48 h; AID 686970; 360,000 tested, 1.6% active; Potency, µM (titrated, usually from 46.1 µM), without a hit: at the highest dose activity, negative = less viability, usual class: cytotoxic;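 further: NT is the 2HG producing partner of a matched IDH1 knockdown line; potency means the concentration at half of the fitted maximal effect; 0% = DMSO-treated cells and -100% = media-only wells without cells; nearly all actives have a fitted effect of over 55% in size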
#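 Viability of the 2HG-overproducing fibrosarcoma line after 48 hours of compound exposure at 37 degrees C was determined by luminescence with CellTiter-Glo, and concentration-effect curves were then fitted and categorized.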
# KB-V1 cytotox = kills drug-selected multidrug resistant KB-V1 cells. KB-V1 MDR cells viability, CellTiter-Glo, 72 h. Potency, µM (titrated, usually from 46.1 µM), for the others: top-dose activity change, negative = cytotoxicity, most hits filed as cytotoxic. 400,000 tested, 3.4% active. AID 1347076; further: potency means the concentration at half of the fitted maximal effect; on the % scale 0 is the no-effect control and ±100 the full control effect; nearly all actives have a fitted effect of over 60% in size
#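 Drug-selected KB-V1 cells, grown in DMEM lacking phenol red with 10% FBS, receive compound titrations; after three days at 37 degrees C, surviving cell ATP is quantified by CellTiter-Glo luminescence and responses normalized and curve-fitted.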
# ATXN2 expr inh = ATXN2 expression inhibition | HEK-293 ATXN2-luciferase reporter, luminescence, 24 h | Potency, µM (highest dose often 57 µM), inactives show top-dose activity change, negative = inhibition, most hits filed as inhibitors | 360,000 tested, 0.72% active; further: potency means the concentration at half of the fitted maximal effect; on the % scale 0 is the no-effect control and ±100 the full control effect; nearly all actives have a fitted effect of over 55% in size
#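 qHTS (up to 57 uM final) was run with 24 h compound exposure of reporter cells at 37 °C. Each well was multiplexed: SteadyGlo luminescence measured ATXN2-luciferase expression after a fluorogenic Gly-Phe-AFC viability readout (25 uM final).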
# KB-3-1 cytotox = KB-3-1 parental cell cytotoxicity; 400,000 tested, 1.4% active; KB-3-1 viability, CellTiter-Glo ATP luminescence, 72 h; Potency, µM (highest dose often 46.1 µM), without a hit: at the highest dose activity change, negative = cytotoxic, hits mostly cytotoxic; further: potency means the concentration at half of the fitted maximal effect; on the % scale 0 is the no-effect control and ±100 the full control effect; nearly all actives have a fitted effect of over 60% in size
#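 KB-3-1 cells, DMEM (no phenol red) + 10% FBS; compound by pin transfer, 72 h, 37 °C. Readout: CellTiter-Glo luminescence after 10 min. Data normalized, curve-fitted.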
# HT1080 IDH1KD tx = HT-1080 IDH1 knockdown cell toxicity (counter line). HT-1080 IDH1 knockdown viability, ATP luminescence, 48 h. Potency, µM (series often up to 46.1 µM), for the others: at the top dose activity, negative = toxicity, hits mostly cytotoxic. 360,000 tested, 2% active. AID 686971;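 further: potency means the concentration at half of the fitted maximal effect; 0% = DMSO wells and -100% = cell-free medium wells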
#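 Viability of IDH1-knockdown HT-1080 fibrosarcoma cells was assessed by CellTiter-Glo after 48 h at 37 °C with titrated compound; concentration-effect curves were classified by fit quality and response size.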
# WRN helicase inh = blocks human WRN helicase; Q14191; WRN helicase unwinding, fluorescent forked duplex, kinetic; Potency, µM (series often up to 114 µM), for inactives: top-dose activity change, negative = inhibition, actives largely listed as inhibitors; 360,000 tested, 0.46% active; further: potency means the concentration at half of the fitted maximal effect; on the % scale 0 is the no-effect control and ±100 the full control effect; nearly all actives have a fitted effect of over 55% in size
# Target sequence (Q14191 whole entry, looked up): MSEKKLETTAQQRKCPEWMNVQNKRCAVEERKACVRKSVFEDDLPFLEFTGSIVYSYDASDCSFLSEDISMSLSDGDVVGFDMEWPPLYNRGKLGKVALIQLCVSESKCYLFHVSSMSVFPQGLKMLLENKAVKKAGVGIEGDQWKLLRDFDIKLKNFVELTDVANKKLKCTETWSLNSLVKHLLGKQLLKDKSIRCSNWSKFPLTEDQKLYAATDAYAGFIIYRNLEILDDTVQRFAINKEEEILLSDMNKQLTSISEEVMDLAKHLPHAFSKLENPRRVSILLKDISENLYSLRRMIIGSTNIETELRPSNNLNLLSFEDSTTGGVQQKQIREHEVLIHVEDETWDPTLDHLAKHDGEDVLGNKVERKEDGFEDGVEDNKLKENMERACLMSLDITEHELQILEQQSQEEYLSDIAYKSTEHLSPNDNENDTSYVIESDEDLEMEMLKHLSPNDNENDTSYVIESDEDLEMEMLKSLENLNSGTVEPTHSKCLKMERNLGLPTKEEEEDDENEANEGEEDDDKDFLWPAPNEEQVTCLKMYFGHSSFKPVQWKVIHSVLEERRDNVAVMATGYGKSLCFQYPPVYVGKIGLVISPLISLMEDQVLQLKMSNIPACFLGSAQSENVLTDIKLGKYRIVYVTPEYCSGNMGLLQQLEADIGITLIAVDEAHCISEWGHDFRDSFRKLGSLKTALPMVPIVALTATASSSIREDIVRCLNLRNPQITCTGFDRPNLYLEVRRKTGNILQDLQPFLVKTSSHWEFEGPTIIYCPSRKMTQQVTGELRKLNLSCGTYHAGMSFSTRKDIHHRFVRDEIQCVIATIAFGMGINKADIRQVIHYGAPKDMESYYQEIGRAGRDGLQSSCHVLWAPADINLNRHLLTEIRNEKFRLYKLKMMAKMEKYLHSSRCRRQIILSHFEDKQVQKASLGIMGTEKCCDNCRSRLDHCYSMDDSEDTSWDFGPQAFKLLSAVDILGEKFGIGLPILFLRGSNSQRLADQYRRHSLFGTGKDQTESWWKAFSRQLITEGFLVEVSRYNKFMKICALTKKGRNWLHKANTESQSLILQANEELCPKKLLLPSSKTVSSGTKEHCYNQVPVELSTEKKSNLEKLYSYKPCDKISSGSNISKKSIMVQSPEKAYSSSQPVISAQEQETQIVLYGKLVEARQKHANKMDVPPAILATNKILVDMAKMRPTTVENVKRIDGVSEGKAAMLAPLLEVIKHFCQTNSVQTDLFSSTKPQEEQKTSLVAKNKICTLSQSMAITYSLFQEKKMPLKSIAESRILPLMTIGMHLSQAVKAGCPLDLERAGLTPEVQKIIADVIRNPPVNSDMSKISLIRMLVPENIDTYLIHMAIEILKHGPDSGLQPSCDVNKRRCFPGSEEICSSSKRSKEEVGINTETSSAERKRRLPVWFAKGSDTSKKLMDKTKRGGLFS
#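 WRN at 20 nM final was preincubated with compound for 15 min at room temperature; reaction started with 100 nM forked duplex oligonucleotide carrying fluorophore and quencher plus 2 mM ATP (final). Unwinding followed kinetically by red fluorescence (ex 525/em 598 nm).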
# * hit, by the source's call; ? = inconclusive; · = no result given; [ ] = dose if it differs, or a comment. Unless noted, the call rests on the fitted dose curve; in most records, active means well fitted curve in the direction sought with a large enough effect; inconclusive means small, poorly fitted or top-dose-only effect, or another doubt; inactive means no such curve, though single readings can be large; an effect the other way counts as inactive or inconclusive.
# Sequence of screens: SW480 rerep	MCF10A rerep	IL1B secr inh	HT1080-NT tox	KB-V1 cytotox	ATXN2 expr inh	KB-3-1 cytotox	HT1080 IDH1KD tx	WRN helicase inh
1) CS(=O)(=O)Nc1ccc(Br)cc1
 : ·	·	26.9	14.9%	-7.0%	-5.9%	2.4%	6.7%	-5.3%
2) CC[C@]12c3[nH]c4ccc(Cl)cc4c3CCN1C(=O)[C@@H](CC(=O)NCCCOC)C[C@@H]2C(=O)N1CCN(C(=O)c2ccco2)CC1
 : ?	?	23.7	6.7%	0.0%	6.1%	0.0%	6.4%	-3.0%
3) CCOC(=O)CN(C(=O)CNC(=O)c1ccco1)C(C(=O)NC1CCCCC1)c1cccc(OC)c1 (stereo not given)
 : -1.9%	0.4%	16.7	11.5%	-7.4%	0.9%	1.9%	17.1%	8.1%[57.1 µM]
4) CC(C)Oc1ccccc1/C=N/NC(=O)C1CCCC1
 : -9.8%	3.6%	7.7	-1.9%	?	7.1%	10.5%	5.7%	6.6%
5) COc1ccc(NC(=O)CSc2nc3ccsc3c(=O)n2CCCCCC(=O)O)cc1
 : -3.3%	1.4%	12.1	0.6%	-10.1%	-25.3%	?	-0.1%	-11.6%
6) CCn1cc([N+](=O)[O-])c(C(=O)Nc2c(C)nn(Cc3c(F)c(F)c(F)c(F)c3F)c2C)n1
 : -1.0%	-13.5%	-10.8	1.5%	2.5%	-0.7%	1.8%	-1.1%	9.8%
7) Cc1onc(-c2c(F)cccc2Cl)c1C(=O)Nc1cccc2nsnc12
 : 16.4µM*	?	?	-29.6%	18.4µM*	-13.5%	18.4µM*	?	1.1%
8) Cc1onc(-c2ccccc2)c1C(=O)NC1CC1
 : -45.9%[inhibitor]	-18.7%	7.4	3.7%	14.8%	-11.8%	1.4%	5.4%	3.1%
9) CC(C)(C)C(=O)NCCc1nc2ccccc2n1CC(=O)c1ccccc1
 : -7.4%	0.0%	13.5	3.7%	2.8%	-28.7%	11.1%	2.3%	-4.1%
10) Cc1ccc(CCNC(=O)CNS(=O)(=O)c2ccc3nc(C)sc3c2)cc1
 : -32.1%	6.5%	-3.3	13.2%	-16.8%	-9.2%	8.4%	-2.9%	-5.2%
11) CCN1CCN(C(=O)CSc2nc3c(c(=O)n(C)c(=O)n3C)n2C)CC1
 : -5.4%	4.8%	0.1	17.4%	0.5%	3.3%	11.5%	13.5%	10.7%
12) CNc1ccccc1C(C)(C)c1cc(-c2ccco2)n[nH]1
 : 14.8%	10.1%	0.0	0.5%	-18.2%	-6.9%	-18.9%	-18.0%	-6.3%
13) C=CCNC(=S)NNC(=O)C(CC(C)C)CC(C)O (stereo not given)
 : -1.3%	-1.6%	22.8	1.8%	8.7%	-23.7%	-9.2%	3.0%	-15.7%
14) CSc1nc2ccc(NC(=O)c3cc4ccccc4o3)cc2s1
 : -5.3%	-8.1%	-12.7	-14.8%	-3.2%	-10.1%	6.6%	-0.1%	3.6%
15) O=C(CCC(=O)c1ccc(Cl)s1)Nc1ncccc1O
 : ?	1.8%	19.2	-0.4%	0.0%	13.6%	0.0%	2.4%	-2.8%
16) Cc1ccc(CN2CC(C(=O)NNC(=O)c3ccc(F)cc3)CC2=O)cc1 (stereo not given)
 : 7.6%	0.2%	-5.4	4.2%	24.4%	0.0%	12.8%	8.5%	-21.0%
17) O=C1NCCc2c1[nH]c1ccccc21
 : -3.3%	5.3%	-11.3	6.2%	6.51µM*	12.4%	?	1.5%	-0.9%
18) COc1ccc(-c2[nH]ncc2CN2CCC(O)(c3ccc(Cl)cc3)CC2)cc1
 : -3.5%	1.7%	-59.4*	?	?	-37.8%	-1.2%	?	-0.7%
19) O=C(NCCCSc1ccccc1)c1cc(Cl)ccc1O
 : -2.2%	?	-10.9	?	?	?	?	?	-27.8%
20) C(/CCc1ccccc1)=N\n1cnnc1
 : -1.3%	1.9%	9.8	-5.9%	0.3%	4.0%	-5.8%	21.8%	-4.4%
21) Cc1c(C#N)c2ncn(CCCN(C)C)c(=O)c2n1-c1ccccc1
 : -6.7%	6.3%	-8.1	4.3%	0.3%	3.6%	7.0%	5.3%	1.8%
22) Nc1cc(=O)[nH]c2ncnn12
 : -0.5%	-1.6%	24.0	1.7%	-0.2%	-5.0%	9.4%	?	-7.7%
23) Cc1cc(SCc2ccccc2C)nc(=O)[nH]1
 : -1.9%	12.9%	25.8	-12.4%	?	·	-2.7%	-0.2%	-1.7%
24) NNC(=O)c1ccc(COc2ccc3ccccc3c2)cc1
 : -5.2%	4.6%	33.0	?	?	·	?	-17.2%	6.3%
25) COc1ccc(OC2(C)CCN(Cc3ccc(-c4ccccc4)o3)C2)cc1 (stereo not given)
 : ·	·	10.0	5.7%	-17.1%	-2.7%	0.0%	-14.6%	1.3%
26) CCn1cc(/C=N\NC(=O)c2ccc(Cl)cc2)cn1
 : -1.8%	-2.3%	-3.8	-2.5%	23.6%	14.6%	15.1%	-1.2%	4.2%
27) Cc1ccc(S(=O)(=O)Nc2ccc3c(c2)C(=O)c2ccccc2-3)cc1
 : ·	·	28.7	?	-11.1%	-22.0%	-0.3%	?	-2.9%
28) O=C(NC1CCCc2ccccc21)C1CCN(S(=O)(=O)c2ccccc2F)CC1 (stereo not given)
 : 13.9%	2.8%	7.8	0.5%	7.31µM*	0.5%	-22.1%	-2.9%	-1.0%
29) O=C(CSc1ccc(Cl)cc1)N1CCC(c2nc3ccccc3s2)CC1
 : -4.0%	?	-1.6	?	10.3µM*	-11.5%	?	-6.8%[9.24 µM]	-11.3%
30) COc1ccc(NC(=O)CCc2ccccc2)cc1S(=O)(=O)N1CCOCC1
 : -8.5%	6.0%	22.7	10.0%	8.9%	·	-1.7%	11.5%	-2.0%
31) O=C(CSc1nnc(COc2ccc(Cl)cc2)o1)NC1CCCCC1
 : 14.0%	6.2%	7.7	0.7%	-4.9%	3.6%	7.9%	1.4%	-3.9%
32) CCCNC(=O)C[C@@H]1C[C@H]2c3cc(NC(=O)c4ccc5c(c4)OCO5)ccc3O[C@H]2[C@@H](CO)O1
 : ·	·	22.5	8.0%	24.8%	-13.6%	1.3%	7.0%	1.1%
33) COc1ccc(S(=O)(=O)Nc2nnc(C(C)C)s2)cc1
 : -12.8%	-0.9%	10.4	14.3%	3.5%	7.0%	-9.2%	15.4%	5.1%
34) O=C(/C(=N/N=C/c1ccc(O)c(O)c1O)c1ccccc1)c1ccccc1
 : ?	?	-5.5	-15.6%	?	?	?	?	-31.1%
35) CCN(CC)C(=O)c1cncc(C(=O)N(CC)CC)c1-c1ccccc1
 : 8.1%	674.8%[0.0737 µM]	7.9	0.6%	8.4%	-3.0%	12.8%	-2.4%	1.3%
36) CCCOC(=O)/C(=C\C=C\c1ccccc1)NC(=O)c1ccccc1
 : 4.5%	17.8%	?	-16.6%	-18.3%	15.7%	-16.2%	6.1%	-2.7%
37) O=C1CCCc2ccccc2N1Cc1ccccc1
 : -43.5%[inhibitor]	13.7%	24.1	10.8%	-11.2%	·	3.9%	8.1%	3.8%
38) Cc1ccc(-n2nc3c(c2NC(=O)CC(C)C)CS(=O)(=O)C3)cc1
 : -26.2%	4.6%	1.4	-1.5%	?	·	1.1%	-1.2%	-9.0%
39) CCN(CC(=O)NCc1ccc(F)cc1)C(=O)COc1ccc(C)c(C)c1
 : -7.4%	-1.7%	-3.9	0.6%	18.4µM*	-4.8%	-1.5%	-2.3%	-22.9%
40) COc1ccc(C/C(=N\OC(C)=O)c2ccc(OC)cc2)cc1
 : -2.7%	-0.1%	13.7	-6.0%	-4.7%	53.1%[activator]	4.8%	-12.7%	4.9%
41) COc1ccc(N2CCN(c3n[nH]c(N)n3)CC2)cc1
 : 225.0%	2.0%	-3.4	15.5%	21.0%	28.0%	0.0%	1.9%	1.2%
42) C=CCn1c(CCCOc2ccc(Cl)cc2Cl)nnc1SCC(=O)Nc1nccs1
 : 0.4%	-2.1%	-7.5	-24.9%	0.0%	-9.2%	-0.4%	?	1.1%
43) NC(=O)C1CCN(C(=S)NC2CC3C=CC2C3)CC1 (stereo not given)
 : -8.0%	0.1%	-4.5	0.6%	-3.4%	7.8%	-13.7%	-1.5%	5.8%
44) CCCn1nnc(NC(=O)c2cccc(OCC)c2)n1
 : -0.8%	-0.6%	-9.0	17.7%	?	50.2%[activator]	1.1%	29.6%	-4.9%
45) CCCN1CCN(C(=S)Nc2ccc(SC(F)F)cc2)CC1
 : -0.1%	19.1%	-25.5	-1.3%	9.0%	4.6%	-9.1%	-6.2%	-0.3%
46) CSCCC(NC(N)=O)C(=O)N(C)CC(=O)Nc1ccc(C)cc1 (stereo not given)
 : 3.1%	-3.4%	15.2	-5.9%	1.6%	-15.8%	10.7%	2.3%	7.9%
47) COc1cc(C=C2C(=O)OC(c3ccccc3)OC2=O)cc(Br)c1O (stereo not given)
 : -10.1%	-3.2%	13.1	11.2%	3.1%	-0.3%	-0.4%	5.2%	-6.3%

# Record cards, from the list above. Order of values: SW480 rerep, MCF10A rerep, IL1B secr inh, HT1080-NT tox, KB-V1 cytotox, ATXN2 expr inh, KB-3-1 cytotox, HT1080 IDH1KD tx, WRN helicase inh
# `CCCn1nnc(NC(=O)c2cccc(OCC)c2)n1` is listed with -0.8%, -0.6%, -9.0, 17.7%, ?, 50.2%[activator], 1.1%, 29.6%, -4.9%
# `NNC(=O)c1ccc(COc2ccc3ccccc3c2)cc1` is listed with -5.2%, 4.6%, 33.0, ?, ?, ·, ?, -17.2%, 6.3%
# `C=CCNC(=S)NNC(=O)C(CC(C)C)CC(C)O` (stereo not given) is listed with -1.3%, -1.6%, 22.8, 1.8%, 8.7%, -23.7%, -9.2%, 3.0%, -15.7%
